# NPY Y1 blocker: antagonists of human neuropeptide Y receptor Y1 | P25929 | HEK293-CNG Y1 cells, membrane potential fluorescence; NPY at EC95, then isoproterenol | actives 1% (n = 200,000) | AID 1040 | inhibition, % at 3.6 µM;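 active = inhibition above the campaign mean inhibition of all tested compounds plus 3 SD, cut at about 20% in these data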;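 also: 0% = DMSO wells given NPY plus isoproterenol and 100% = isoproterenol alone without NPY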
#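 Benchmarks – high control isoproterenol alone, low control NPY with isoproterenol · Material – HEK293 Y1/CNG channel cell line · Times – dye 3 h, compound 60 min room temperature, stimulation 45 min · Probe or stimulus – NPY (25 nM), isoproterenol (1 µM), Ro 20-1724 (25 µM) · Evaluation – % inhibition of NPY effect · Signal – fluorescence, membrane potential probe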
# NPY2 pot ag: potentiates or activates human NPY-Y2 receptor | P49146 | cells expressing NPY-Y2, potentiator/agonist read-out | activation, % at 3.6 µM | actives 0.45% (n = 220,000) | AID 1359; in the data active = activation above about 27%;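 also: cells stimulated with NPY near EC25 plus isoproterenol at EC100; 0% = vehicle plus submaximal agonist and 100% = vehicle plus saturating agonist; some results beyond the cut were filed as inactive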
# Target sequence (P49146 whole entry, looked up): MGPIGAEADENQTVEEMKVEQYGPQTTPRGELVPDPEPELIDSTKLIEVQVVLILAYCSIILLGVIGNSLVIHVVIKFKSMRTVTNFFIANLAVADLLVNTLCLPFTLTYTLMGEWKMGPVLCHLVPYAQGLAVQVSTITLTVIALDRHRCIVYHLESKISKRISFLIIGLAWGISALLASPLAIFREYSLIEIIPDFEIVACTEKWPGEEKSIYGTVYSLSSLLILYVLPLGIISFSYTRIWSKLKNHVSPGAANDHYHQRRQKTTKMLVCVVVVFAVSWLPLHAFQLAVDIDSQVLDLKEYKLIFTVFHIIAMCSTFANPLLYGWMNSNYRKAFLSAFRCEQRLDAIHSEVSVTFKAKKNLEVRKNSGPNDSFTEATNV
# TRPML3 agonist: activates the human TRPML3 channel; Q8TDD5; HEK293 TRPML3-YFP, Fluo-8 calcium fluorescence; 100% = the carbachol control signal; activation, % at 3 µM; actives 0.29% (n = 220,000); AID 1448;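 active = activation above its plate's cutoff, the mean activation of the plate's test wells plus 3 SD, cut at about 12% in these data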;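 also: 0% = DMSO only wells and 100% = carbachol wells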
# Target sequence (Q8TDD5 whole entry, looked up): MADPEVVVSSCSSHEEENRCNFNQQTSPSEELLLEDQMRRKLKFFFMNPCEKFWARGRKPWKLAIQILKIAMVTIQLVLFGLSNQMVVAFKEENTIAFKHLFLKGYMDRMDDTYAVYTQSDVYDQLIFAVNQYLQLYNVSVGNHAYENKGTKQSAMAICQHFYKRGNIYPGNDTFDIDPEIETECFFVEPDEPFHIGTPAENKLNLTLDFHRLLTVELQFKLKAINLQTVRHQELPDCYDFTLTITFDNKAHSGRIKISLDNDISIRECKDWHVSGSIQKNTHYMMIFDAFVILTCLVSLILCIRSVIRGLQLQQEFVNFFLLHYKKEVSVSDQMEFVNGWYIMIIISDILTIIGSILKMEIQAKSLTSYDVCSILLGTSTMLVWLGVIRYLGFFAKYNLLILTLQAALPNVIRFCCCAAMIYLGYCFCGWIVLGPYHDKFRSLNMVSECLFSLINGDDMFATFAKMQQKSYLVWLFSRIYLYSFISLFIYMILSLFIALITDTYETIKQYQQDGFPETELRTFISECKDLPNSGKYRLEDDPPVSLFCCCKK
#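 Test system: TRPML3-YFP stable HEK293 cells. Doses: single point at 3 µM. Incubation: dye loading 1 h 37 °C then 30 min ambient, 125 s read. Signal: Fluo-8 calcium dye fluorescence, ex 470-495, em 515-575 nm. Measure: percent activation from peak-to-basal fluorescence ratio, scaled between DMSO and carbachol.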
# S1P4 ag: activates the human S1P4 receptor. S1P4-expressing cell line, agonist reporter assay. activation, % at 4.98 µM. O95977. actives 0.35% (n = 220,000); in the data active = activation above about 11%;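 also: 0% = DMSO vehicle and 100% = reference agonist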
# S1P4 antag: human S1P4 receptor antagonism; O95977; S1P4-expressing cells, antagonist mode, reporter read-out; actives 0.26% (n = 220,000); inhibition, % at 4.98 µM; in the data active = inhibition above about 29%;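 also: 0% = wells stimulated with agonist and 100% = vehicle wells without agonist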
# EP2 modulator: modulates human prostaglandin E2 receptor EP2 signaling; actives 0.83% (n = 260,000); EP2-expressing cells, cAMP HTRF FRET, PGE2 co-stimulation; AID 940; induction, % at 25 µM;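 active = compounds whose cAMP rise, as percent of the full-agonist control response, exceeds 60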;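 also: rat C6 glioma line stably carrying human EP2 under a CMV promoter; the protocol text gives 20 µM as final concentration; 100% = response of wells given 1 µM PGE2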
# CHOP inhibitor: blocks CHOP induction under ER stress | CHO-K1 CHOP-promoter luciferase, tunicamycin-induced, 15-18 h | inhibition, % at 10 µM | actives 3.8% (n = 220,000);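 active = compounds that reduced the stress-induced luciferase reporter signal by more than about 70% of percent inhibition, limit read from the data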;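 also: 0% = tunicamycin plus vehicle and 100% = wells without tunicamycin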
# TRPN1 ag: activates the zebrafish TRPN1 channel. HEK293 zebrafish TRPN1-YFP, Fluo-8 calcium fluorescence; 100% = response to 87 µM carbachol. activation, % at 3 µM. actives 0.18% (n = 220,000);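 active = activation above its plate's cutoff, the mean activation of test wells on that plate plus 3 SD, cut at about 19% in these data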;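 also: 0% = DMSO alone and 100% = 87 µM carbachol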
#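 Assay system: Zebrafish TRPN1-YFP in HEK293 cells | Incubation: Dye loading 1 h at 37 °C, then 30 min room temperature | Measured by: Kinetic Fluo-8 fluorescence, ex 470-495, em 515-575 nm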
# NPY-Y1 PAM-ag: potentiates or activates human NPY-Y1 receptor; activation, % at 3.6 µM; P25929; NPY-Y1 expressing cells, potentiator/agonist activation; actives 0.37% (n = 220,000); in the data active = activation above about 33%, passing the limit was not always enough;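 also: cells stimulated with NPY at EC10 then isoproterenol at EC100; 0% = low agonist plus stimulus and 100% = saturating agonist plus stimulus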
# * hit, by the source's call; . = not tested or not shown; & = joins results of further samples.
[1] CCSc1ccc(C(=O)Nc2cccc(C)n2)cc1[N+](=O)[O-]
[2] COc1ccc(/C=C2\COc3ccccc3C2=O)cc1OC
[3] CCOC(=O)CSc1nc2ccccc2c(=O)n1CC
[4] O=C(c1oc2ccccc2c1CSCc1ccccc1)N1CCN(c2ncccn2)CC1
[5] Oc1ccc(/C=N/NC(=S)Nc2cccnc2)cc1
[6] Nc1ccccc1C(=O)NCc1ccccc1
Assay by compound	1	2	3	4	5	6
NPY Y1 blocker	7.8	7.9	6.6	10.1	.	-4.6
NPY2 pot ag	9.4	3.8	-4.8	-17.9	-14.9	1.5
TRPML3 agonist	0.5	-0.2	-0.2	0.8	-0.2	0.9
S1P4 ag	-2.8	-0.1	-0.9	0.9	0.5	0.4
S1P4 antag	-10.1	15.6	-0.1	-6.1	10.2	7.3
EP2 modulator	2.1	-49.4	3.5	50.1	14.4	23.9
CHOP inhibitor	24.5	-12.1	9.3	39.7	-8.5	46.3
TRPN1 ag	-0.1	0.8	-1.3	-0.1	0.6	-0.5
NPY-Y1 PAM-ag	-12.3	-7.7	-17.2	-45.0	8.5	-14.4

[7] O=c1cc(N2CCCCC2)c(-c2ccccc2)nn1Cc1ccc(Cl)cc1Cl
[8] c1ccc(-n2ncc3cccnc32)cc1
[9] COc1cc(OC)c(NC(=S)NCc2ccc(F)cc2)cc1Cl
[10] CC1=CC(=NOC(=O)c2cccc([N+](=O)[O-])c2)C=C(C)C1=O
[11] COc1ccc(OCC(=O)Nc2ccc(C)c(S(=O)(=O)N(C)C)c2)cc1
[12] O=C(O)Cn1ncn(-c2ccc(OC(F)(F)F)cc2)c1=O
Assay by compound	7	8	9	10	11	12
NPY Y1 blocker	2.7	.	-5.2	4.5	-1.5	1.4
NPY2 pot ag	-6.8	3.7	1.6	4.4	8.2	-4.4
TRPML3 agonist	1.0	0.2	1.6	0.7	4.0	0.7
S1P4 ag	0.4	0.6	-1.0	-1.8	0.7	0.2
S1P4 antag	-8.0	-6.5	-11.4	-1.3	-1.9	-3.3
EP2 modulator	60.4	-12.8	-44.3	-14.6	-64.7	22.4
CHOP inhibitor	5.0	4.8	-3.5	-30.8	1.3	-20.9
TRPN1 ag	-0.1	0.2	2.0	0.4	5.8	-0.5
NPY-Y1 PAM-ag	16.3	5.3	14.5	12.0	2.8	-6.9

[13] COc1ccc(-c2c(C)n([O-])c3c([n+]2=O)CCCC3)cc1
[14] O=C(O)c1cc(-c2cccnc2)nn1-c1ccccn1
[15] O=C(c1ccco1)N1CCN=C1SCc1ccccc1Cl
[16] C#CCOCCOCCOCCNc1nc(N2CCN(C(=O)[C@H](Cc3cc4ccccc4[nH]3)n3cc([C@@H](N)C(C)CC)nn3)CC2)nc(N2CCN(C(=O)[C@H](Cc3cc4ccccc4[nH]3)n3cc([C@@H](N)Cc4ccc(O)cc4)nn3)CC2)n1 (stereo not given in full)
[17] Cc1cc([N+](=O)[O-])cc2c1-c1ncccc1C2=Nc1ccccc1
[18] CCN1CCN(CC2CC3C=CC2C3)CC1 (stereo not given)
Assay by compound	13	14	15	16	17	18
NPY Y1 blocker	6.0	-0.7	3.6	-2.3	5.9	1.3
NPY2 pot ag	-1.9	2.1	-14.3	-10.9	5.4	2.9
TRPML3 agonist	0.9	0.6	-0.3	-0.3	0.1	0.7
S1P4 ag	-1.7	2.0	0.5	-1.1	-0.4	1.4
S1P4 antag	-3.5	-12.1	-11.1	-16.3	-24.6	-10.2
EP2 modulator	30.6	31.4	0.1	-13.3	43.5	21.5
CHOP inhibitor	4.7	35.2	4.5	-7.5	14.9	-7.1
TRPN1 ag	1.0	2.2	0.4	0.7	0.3	-0.9
NPY-Y1 PAM-ag	4.8	7.5	-4.4	6.7	-8.2	10.1

[19] CC(C)NS(=O)(=O)c1ccc(NC(=O)C2CC3C=CC2C3)cc1 (stereo not given)
[20] COCc1nnc(NC(=O)CCN2C(=O)c3ccccc3C2=O)s1
[21] O=C(N/N=C/c1ccc([N+](=O)[O-])o1)c1ccc(NS(=O)(=O)c2cccs2)cc1
[22] COc1ccc(C(=O)NCC(=O)N=Nc2c(O)n(C)c3ccccc23)cc1OC
[23] COc1ccc(OC)c(/C(O)=C/C(=O)C(=O)Nc2cc(C)cc(C)c2)c1
[24] Cc1[nH][nH]c(=O)c1C(c1ccc2c(c1)OCO2)c1c(C)[nH][nH]c1=O
Assay by compound	19	20	21	22	23	24
NPY Y1 blocker	-1.8	-0.4	.	.	-4.2	10.5
NPY2 pot ag	-7.6	-2.8	9.4	-17.4	-9.0	-7.5
TRPML3 agonist	1.5	-0.7	0.7	-0.2	0.8	0.7
S1P4 ag	0.8	-1.0	0.6	-0.4	-0.9	0.7
S1P4 antag	-9.7	-4.1	6.6	-2.0	-4.5	-6.7
EP2 modulator	35.6	23.3	-17.6	10.1	14.1	25.3
CHOP inhibitor	30.7	99.0*	17.6	16.8	105.5*	5.9
TRPN1 ag	4.6	0.0	0.2	1.1	-0.3	1.1
NPY-Y1 PAM-ag	-9.7	-8.5	15.3	3.8	6.9	-6.8

[25] COc1ccc(OCCNC(=O)c2ccccc2OCC(=O)Nc2ccc(NC(C)=O)cc2)cc1
[26] COc1ccc(NC(=O)Cn2c(-c3ccccc3)cn(-c3ccc(C)cc3)c2=O)cc1
[27] CC(C)N(C(=O)COC(=O)c1cccc(C(=O)OCC(=O)N(C(C)C)C(C)C)n1)C(C)C
[28] Cn1nnnc1SCc1ccccc1[N+](=O)[O-]
[29] COc1cc(NC(=O)C23CC4CC(C2)CC(n2cnc([N+](=O)[O-])n2)(C4)C3)cc(OC)c1
[30] COc1cccc(Nc2ncccc2C(=O)NCc2ccccc2)c1
Assay by compound	25	26	27	28	29	30
NPY Y1 blocker	5.8	2.2	-0.8	3.2	-0.3	8.2
NPY2 pot ag	-13.7	-2.1	-1.5	-8.4	-11.4	-20.5
TRPML3 agonist	1.1	0.6	1.1	0.4	-0.4	-0.1
S1P4 ag	3.2	-3.2	-0.9	-0.3	-1.9	-2.2
S1P4 antag	0.8	6.4	-13.2	-15.4	-1.9	12.3
EP2 modulator	-24.0	47.5	22.3	15.9	-0.8	5.2
CHOP inhibitor	-3.6	72.1*	-5.2	-7.8	-5.7	14.3
TRPN1 ag	1.9	0.3	0.1	-0.7	-0.5	-0.4
NPY-Y1 PAM-ag	-6.5	-16.2	16.9	-9.4	9.1	-27.8

# Reprinted at random: 4 compounds from above, in no set order.
[26] COc1ccc(NC(=O)Cn2c(-c3ccccc3)cn(-c3ccc(C)cc3)c2=O)cc1
[29] COc1cc(NC(=O)C23CC4CC(C2)CC(n2cnc([N+](=O)[O-])n2)(C4)C3)cc(OC)c1
[30] COc1cccc(Nc2ncccc2C(=O)NCc2ccccc2)c1
[28] Cn1nnnc1SCc1ccccc1[N+](=O)[O-]
Assay by compound	26	29	30	28
NPY Y1 blocker	2.2	-0.3	8.2	3.2
NPY2 pot ag	-2.1	-11.4	-20.5	-8.4
TRPML3 agonist	0.6	-0.4	-0.1	0.4
S1P4 ag	-3.2	-1.9	-2.2	-0.3
S1P4 antag	6.4	-1.9	12.3	-15.4
EP2 modulator	47.5	-0.8	5.2	15.9
CHOP inhibitor	72.1*	-5.7	14.3	-7.8
TRPN1 ag	0.3	-0.5	-0.4	-0.7
NPY-Y1 PAM-ag	-16.2	9.1	-27.8	-9.4

# More results:
[31] COc1ccc(C(=O)NC2CC3CCCC(C2)N3CC(C)C)cc1OC (stereo not given)
[32] COC(CNC(=O)c1coc2nc3ccccc3nc12)OC
[33] O=c1cnn([C@@H]2O[C@H](CO)[C@@H](O)[C@H]2O)c(=O)[nH]1
[34] CN(C)c1cccc(C(=O)OCC(=O)N2CCc3ccccc3C2)c1
[35] O=C(CCCOc1ccc(Cl)cc1Cl)N/N=C/c1ccccc1
[36] CCOC(=O)C1CCN(CC(=O)N(CC(C)C)c2c(N)n(CC(C)C)c(=O)[nH]c2=O)CC1
Assay by compound	31	32	33	34	35	36
NPY Y1 blocker	-2.2	.	70.2*	7.2	16.1	0.1
NPY2 pot ag	3.1	0.1	-1.5	-5.1	-31.5	-6.0
TRPML3 agonist	0.2	1.2	0.7	-0.7	-1.2	0.6
S1P4 ag	-0.6	1.4	0.3	-1.3	0.8	-0.7
S1P4 antag	0.2	-4.2	4.0	3.5	-3.4	14.2
EP2 modulator	15.6	3.6	19.5	-48.7	-82.5	-6.6
CHOP inhibitor	-2.4	-6.7	-0.1	-1.2	-11.6	-11.2
TRPN1 ag	0.6	1.7	1.1	-1.8	-2.3	-0.1
NPY-Y1 PAM-ag	2.6	8.2	1.7	-13.7	-54.0	-7.0

[37] O=C(CSc1nnc(-c2ccc(Cl)s2)o1)N1CCCc2ccccc21
[38] CC(C)c1nnc(NC(=O)CSc2ccccc2)s1
[39] COc1cccc(NC(=O)c2ccccc2-c2nc(-c3ccc(F)cc3)no2)c1
[40] C=CCOc1ccc(C2CC(C)=NN2c2ccccc2)cc1 (stereo not given)
[41] Cc1nc2c(F)c(F)c(C(F)(F)F)c(F)c2[nH]1
[42] O=C(C1=C[C@H](c2csc3ccccc23)C[C@H](OCCCCO)O1)N1CCOCC1
Assay by compound	37	38	39	40	41	42
NPY Y1 blocker	9.8	6.2	21.9*	14.0	-4.0	-2.8
NPY2 pot ag	1.4	-10.7	-20.4	2.9	3.2	-3.6
TRPML3 agonist	0.6	-0.9	-0.4	-0.1	2.2	1.5
S1P4 ag	0.3	1.0	0.9	0.3	1.1	-0.4
S1P4 antag	-1.6	-14.1	-0.8	0.4	-24.5	13.2
EP2 modulator	20.4	11.4	36.5	40.5	-12.1	-10.1
CHOP inhibitor	45.8	11.9	12.6	32.0	8.0	13.3
TRPN1 ag	-0.6	-0.2	-0.4	-1.9	2.5	1.5
NPY-Y1 PAM-ag	-16.5	-13.9	-57.1	-11.8	-2.6	13.8

[43] CCCCn1c(N)c(N(CC)C(=O)c2cccc(OC)c2)c(=O)[nH]c1=O
[44] Cc1ccc(-c2csc3ncnc(OCC(=O)NC(=O)NCc4ccco4)c23)cc1
[45] NS(=O)(=O)c1ccc(Nc2nc(-c3ccc(O)cc3)cs2)cc1
[46] O=C(O)c1ccccc1O
[47] O=[N+]([O-])c1ccc(NCCCN2CCOCC2)c(Cl)c1
[48] CCCCNc1nc(=S)[nH]c2cc(OC)c(OC)cc12
Assay by compound	43	44	45	46	47	48
NPY Y1 blocker	3.9	-2.8	1.4	-2.1	1.4	3.9
NPY2 pot ag	-6.8	1.3	-10.2	-2.0	0.0	-0.3
TRPML3 agonist	0.3	-0.3	0.1	0.6	-0.1	0.3
S1P4 ag	-0.7	-0.3	1.1	2.2	1.9	0.5
S1P4 antag	15.1	-25.1	25.1	-18.9	-5.6	-6.4
EP2 modulator	12.0	-5.9	-4.4	26.0&8.1	-2.7	-0.7
CHOP inhibitor	-15.5	52.5	46.3	5.2	13.0	3.3
TRPN1 ag	1.1	-0.4	0.1	0.2	0.2	-1.3
NPY-Y1 PAM-ag	11.4	5.5	-5.7	2.0	12.2	-4.8

# Screening results: PubChem, several laboratories
